Rin1-Abl PPI inh = inhibitors of Rin1-Abl protein binding, primary screen, biochemical, TR-FRET; Tyrosine-protein kinase ABL1 (Homo sapiens) + Ras and Rab interactor 1 (Homo sapiens), …; inhibition, % at 7.35 µM; 360,000 compounds, 0.4% hits; AID 588664, 2011; in the data active = inhibition above about 5%, passing the limit was not always enough
FAS TE block = FAS thioesterase domain inhibitors, primary screen, biochemical, fluorescence intensity, uHTS. AID 602261, 2012. inhibition, % at 15 µM. recombinant FAS-TE, OMFH fluorogenic substrate, fluorescence endpoint. 360,000 compounds, 0.67% hits;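 active = compounds whose normalised, plate-corrected inhibition of enzyme fluorescence in the single-dose primary screen is 50% or more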;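 note: 0% = DMSO with enzyme and 100% = substrate without enzyme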
SKN-1 block = suppressors of acrylamide-induced Pgst-4::GFP reporter in worms, primary screen, SKN-1 inhibitor project, whole organism, uHTS, GFP/RFP fluorescence ratio, strain VP596 | C. elegans VP596 Pgst-4::GFP/RFP ratio, 24 h | AID 624304, 2012 | 360,000 compounds, 0.49% hits | inhibition, % at 21.8 µM;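 active = interference check ratio from 0.5 to 1.5 plus GFP to RFP signal ratio inhibition reaching or exceeding a fixed threshold, cut at about 30% in these data, passing the limit was not always enough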; note: some compounds called inactive have numbers as strong as hits
CendR NRP1 mod = modulators of CendR peptide binding to NRP-1, primary screen, biochemical, fluorescence polarization, uHTS. inhibition, % at 25 µM. FAM-RPARPAR peptide binding to NRP-1. 360,000 compounds, 0.85% hits. Neuropilin-1 (Homo sapiens), O14786;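 active = inhibition or corrected inhibition above about 18%, plus a signal ratio from 0.5 to 1.5, limit read from the data, passing the limit was not always enough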; note: strong numbers were not always called active
MT1-MMP act inh = blockers of MT1-MMP proenzyme processing, primary screen, HT1080 RFP-PRO-GFP cells, GFP/RFP fluorescence; GFP/RFP ratio change, % at 20 µM; GFP/RFP ratio fluorescence, overnight; percent of plate control window, DMSO zero; 360,000 compounds, 0.061% hits;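 active = GFP/RFP ratio change of at least 30% with cell ATP level not reduced by more than half and red fluorescence within 50% of control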; note: strong numbers were not always called active
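Assay system – RFP-PRO-GFP reporter HT1080 cells · Compound dosing – single dose of 20 µM compound, 1% DMSO final · Incubation – overnight compound exposure at 37 °C · Measure – GFP/RFP fluorescence ratio · Benchmarks – DMSO wells and RFP-L50D-GFP cells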
PABP1 MLLE inh = inhibitors of PABP1 MLLE–PAM2 peptide binding, primary screen, biochemical, fluorescence polarization, FITC-PAM2, GST-MLLE | inhibition, % at 20 µM | AID 588489, 2011 | Polyadenylate-binding protein 1 (Homo sapiens), P11940 | 360,000 compounds, 0.36% hits; in the data active = inhibition above about 35%, passing the limit was not always enough;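 note: plate controls were DMSO wells with GST-MLLE for no effect and wells lacking GST-MLLE protein for full effect; some results filed as inactive read as strong as hits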
bovine MsrA act = bovine MsrA enzyme activators, primary screen, biochemical, absorbance, HTS. Methionine sulfoxide reductase A (Bos taurus). AID 602163, 2012. purified bovine MsrA, absorbance read-out. 360,000 compounds, 0.3% hits. activation, % at 10.6 µM; in the data active = activation above about 7.5%;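 note: 0% = vehicle and 100% = reference activator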
Neddyl block = inhibitors of cullin neddylation, primary screen, biochemical, TR-FRET, uHTS, NAE and Ubc12. NEDD8-conjugating enzyme Ubc12 (Homo sapiens) + NEDD8-activating enzyme E1 regulatory …. calls only at 25 µM. 360,000 compounds, 0.58% hits; in the data active = inhibition above about 36%
E coli Lon inh = inhibitors of E. coli Lon protease, primary screen, biochemical, fluorescence polarization. P0A9M0. AID 602123, 2011. purified E. coli Lon protease. inhibition, % at 7.94 µM. 360,000 compounds, 0.42% hits; in the data active = inhibition above about 13%, passing the limit was not always enough;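 note: 0% = enzyme with probe and DMSO and 100% = no enzyme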
* hit, by the source's call; i = inactive; · = not tested or not shown; + = active, no number; & = joins results of further samples.

Preview, two compounds:
Every second line gives: Rin1-Abl PPI inh	FAS TE block	SKN-1 block	CendR NRP1 mod	MT1-MMP act inh	PABP1 MLLE inh	bovine MsrA act	Neddyl block	E coli Lon inh
CCCc1cc(=O)oc2c(C)c(OC3CCCCC3=O)ccc12 (centres undefined)
    -1	5	4	-5	0	-1	6	i	-2
COc1ccc(CN(C)C(=S)Nc2ccc(Cl)cc2Cl)cc1
    1	12	-8	17	3	-91	-8	i	-10

Main list, previewed entries included:
Every second line gives: Rin1-Abl PPI inh	FAS TE block	SKN-1 block	CendR NRP1 mod	MT1-MMP act inh	PABP1 MLLE inh	bovine MsrA act	Neddyl block	E coli Lon inh
CCCc1cc(=O)oc2c(C)c(OC3CCCCC3=O)ccc12 (centres undefined)
    -1	5	4	-5	0	-1	6	i	-2
COc1ccc(CN(C)C(=S)Nc2ccc(Cl)cc2Cl)cc1
    1	12	-8	17	3	-91	-8	i	-10
COc1cccc(CNC(=O)Cn2ccc([N+](=O)[O-])n2)c1
    5	1	0	-4	-1	-9	-2	i	-25
COc1cc(-c2noc(C3CCCN(C(=O)c4c(F)cccc4F)C3)n2)cc(OC)c1OC (centres undefined)
    0	1	13	6	6	-2	-5	i	18
Cc1ccccc1OCC(=O)OCC(=O)Nc1ccc(S(N)(=O)=O)cc1
    2	-7	-2	-8	2	13	-1	i	4
CN(CCOC(=O)/C=C/c1ccccc1)C(C)(C)C
    0	-6	-3	7	-8	-4	-2	i	7
Cc1cc(C)c(C(=O)N2CCCC(N3CCN(c4ccc(F)cc4)CC3)C2)o1 (centres undefined)
    2	-2	-9	-7	5	-17	-4	i	6
CCN(C(=O)CSc1nnc2c3ccccc3n(CC)c2n1)C1CCS(=O)(=O)C1 (centres undefined)
    -9	-8	-2	1	4	18	-6	i	-11
COc1ccc(Nc2oc(COc3cccc(C)c3)nc2C#N)cc1
    -1	23	8	7	6	10	-3	i	-14
COc1ccc(NC2=C(c3ccc(OC)cc3)C(=O)c3ccccc32)cc1
    -1	2	15	12	0	1	-3	i	-1
Cc1ccc2c(c1)/C(=N/OS(=O)(=O)c1ccccc1)CCS2
    2	15	-12	3	-6	19	-1	i	-2
Cc1ccc(C(=O)Nc2ccc(S(=O)(=O)N3CCOCC3)cc2)cc1
    1	-5	10	-3	-1	11	-11	i	-6
Cc1cccc(N/N=C2/COC(C)(C)CC2=O)c1
    -2	11	7	0	-2	4	-5	i	-9
Cc1ccc(OCC(=O)Nc2cccc3ccccc23)c([N+](=O)[O-])n1
    4	8	-4	11	-10	11	-6	i	3
CCS(=O)(=O)Nc1cccc(C2=NN(S(=O)(=O)CC)C(c3cccs3)C2)c1 (centres undefined)
    1	2	12	-24	-6	-11	-4	i	2
COc1ccc(-c2cnn(-c3ccccc3)c2N)cc1OC
    0	-7	-3	-2	-2	11	-10	i	5
O=C(COC(=O)C1CC2C=CC1C2)Nc1c(Br)cc([N+](=O)[O-])cc1Br (centres undefined)
    2	22	-1	-16	1	9	-2	i	-4
O=C(Nc1cc(S(=O)(=O)N2CCCCC2)ccc1O)c1ccccc1NS(=O)(=O)c1ccc(F)cc1
    -1&-7	8&4	-1&14	-2&15	23&2	29&29	5&-3	·	-10&14
O=C(CCN1C(=O)c2cccc3cccc(c23)C1=O)NC1CCS(=O)(=O)C1 (centres undefined)
    -2	-4	8	-5	-4	-10	-1	i	3
O=[N+]([O-])c1ccc(C2Nc3cccc4cccc(c34)N2)cc1
    1	4	10	1	9	6	5	i	2
CCOC(=O)C1=CN(Cc2ccco2)S(=O)(=O)N(CC)C1c1ccc(F)c(Cl)c1 (centres undefined)
    -3	17	-7	-4	-1	-8	-1	i	1
COc1cc(OC)c(CNC2CCCCCC2)cc1Br
    -1	-4	-8	7	4	3	-3	i	-9
Cc1cccc(CSCCNC(=O)c2ccc(CN3CCOCC3)cc2)c1
    -3	-10	8	-9	-3	9	-3	i	-4
COc1cccc(NC(=O)CN(C)C(=O)c2cc(C)oc2C)c1
    3	-1	-4	-2	2	4	-2	i	1
CNC(=O)C(C)c1ncc(C(F)(F)F)cc1Cl (centres undefined)
    0	-2	2	-1	1	-7	-1	i	1
COC(=O)c1ccccc1NC(=O)CN1CCC(C(=O)c2ccc3c(c2)OCCO3)CC1
    -1	28	-15	1	-3	1	-9	i	-7
O=C(Nc1nccs1)C1C2CC3OC(=O)C1C3C2 (centres undefined)
    0	-9	-12	-8	0	1	-2	i	-10
COc1ccc(NC(=O)COC(=O)CCCOc2ccc(Cl)cc2Cl)cc1Cl
    0	24	5	9	5	3	-4	i	1
COC1=CC(=Cc2c(N)n3nc(CC(=O)N4CCCCC4)sc3nc2=O)C=C(OC)C1=O
    -2	-15	-9	-200	7	-134	-3	i	-149
CN(C)C(=O)CSc1nnc(C23CC4CC(CC(C4)C2)C3)o1
    2	-6	6	-4	-1	9	0	i	-9
O=C(NCc1nc2ccccc2[nH]1)C1=C[C@@H](c2csc3ccccc23)C[C@@H](OCc2ccc(CO)cc2)O1
    -1	14	23	-21	1	2	-3	i	-5
CCN1CCN(C(c2cccs2)C(C)NC(=O)CC(C)C)CC1 (centres undefined)
    -1	-6	1	5	-6	-3	-3	i	1
COc1ccc(C(=O)C[n+]2ccccc2C)cc1
    -4	-12	-3	-13	2	-3	-1	i	3
COc1ccc(S(=O)(=O)Nc2ccc(-n3cnnn3)cc2)cc1Br
    -1	1	-1	0	8	5	-5	i	-2
Cc1ccc(NC(=O)CNC(=O)C23CC4CC(CC(C4)C2)C3)nc1
    1	-6	14	6	1	1	-3	i	5
CCOc1ccc(C(=O)OCC(=O)Nc2ccc(SC(F)F)cc2)cc1OCC
    8.1*	-2	-10	-6	4	4	-6	i	-9
CCCNC(=O)c1onc(CS(=O)(=O)c2cc(C)cc(C)c2)c1C(=O)NCCC
    1	4	4	0	4	11	-1	i	-7
CCS(=O)(=O)c1ccc2oc(SCC(=O)NC34CC5CC(CC(C5)C3)C4)nc2c1
    -3	14	-3	0	4	9	-10	i	-3
OC(CNC1CCCCCC1)COc1cccc2ccccc12 (centres undefined)
    0	1	-2	-1	5	5	-3	i	7
O=C1N=C(N2CCN(c3ccccc3)CC2)S/C1=C\c1cn[nH]c1-c1ccccc1
    -6	-7	0	-1	8	2	-3	i	-10
CC(NCC(=O)Nc1ccccc1C(=O)NC1CC1)c1cccc(C(F)(F)F)c1 (centres undefined)
    -2	6	2	14	-1	10	-1	i	-4
O=c1c(Cc2c(F)cccc2Cl)c(O)ccn1CCc1ccccn1
    1	-2	3	-8	0	2	-2	i	5
O=C(c1ccccc1NS(=O)(=O)c1cccs1)N1CCCC1
    3	-4	0	5	-2	-3	1	i	20*
Cc1c(Cl)sn(-c2ccc(Cl)cc2)c1=O
    4	1	18	6	-4	-54	-9	i	7
CC1(c2ccccc2)CC(C)(C)n2c(O)c(C3=NC(=S)NC3=O)c3cccc1c32 (centres undefined)
    2	0	-1	26*	0	22	-1	i	10
Cc1ccc(Oc2nc3ccccc3n3c(C)nnc23)cc1
    -2	-2	-11	-18	4	1	-4	i	-5
O=C(COc1ccc(-c2nnco2)cc1)N1CCN(S(=O)(=O)c2ccccc2)CC1
    -1	-2	5	8	-6	-27	1	i	-6
CCOC(=O)C1=C[C@@H](c2ccccc2)N(S(=O)(=O)c2ccc(C)cc2)[C@H]1c1ccc(OC)cc1
    1	24	3	13	-5	0	-5	i	1
CCOC(=O)C1CCCN(c2c(N3CCN(C4CCCCC4)CC3)c(=O)c2=O)C1 (centres undefined)
    0	-8	-5	-8	7	-9	-11	i	-2
c1csc(-c2noc(CN3CCOCC3)n2)c1
    -1	-9	-3	6	2	4	2	i	-10
Cc1ccc(-n2c(=O)[nH]c3cc(C(=O)NC4CCN(Cc5ccccc5)CC4)ccc3c2=O)cc1
    2	-8	-3	9	4	-7	3	i	-3
C/C(=N\NC(=S)NCc1ccccc1)c1ccc(C)o1
    2	10	3	0	3	11	-5	i	1
Cc1cc(C2(O)C(=O)Nc3ccccc32)ccc1F (centres undefined)
    0	-5	18	-7	-1	-10	0	i	-1
O=C(CN(CCc1ccccc1)C(=O)CNS(=O)(=O)c1ccccc1)NCC1CCCO1 (centres undefined)
    4	-9	-17	5	4	5	-9	i	-6
O=C(CN1CCCCCC1)Nc1ccc(Cl)cn1
    0	-2	12	1	4	-5	-2	i	2
CC1=NN(c2ccc(Cl)cc2)C(=O)C1C(c1ccccc1O)c1c(C)[nH]n(-c2ccc(Cl)cc2)c1=O (centres undefined)
    1	22	4	-12	4	5	-3	i	2
COc1ccc(Br)cc1-c1nc2c(c(=O)[nH]c(=O)n2Cc2ccccc2)n1C
    1	-5	11	0	-1	15	0	i	-3
C=CCSc1ncnc2sc(C)c(C)c12
    -2	20	29	-10	2	4	-4	i	1
O=C(CCNS(=O)(=O)c1cccc2nsnc12)NCCc1ccccc1
    -3	-5	27	10	1	0	-4	i	1
CCN(CC)CCCN(Cc1cc2cc3c(cc2[nH]c1=O)OCCO3)C(=O)Nc1ccccc1
    1	-3	7	12	-9	-5	-7	i	0

(further entries)
Every second line gives: Rin1-Abl PPI inh	FAS TE block	SKN-1 block	CendR NRP1 mod	MT1-MMP act inh	PABP1 MLLE inh	bovine MsrA act	Neddyl block	E coli Lon inh
Cc1cc(C)cc(-n2nnc(C(=O)NCc3ccc4c(c3)OCO4)c2N)c1
    3	8	14	-6	-1	-11	-2	i	-6
S=C(Nc1ccc(Br)cc1Cl)NC1CCN(Cc2ccccc2)CC1
    1	2	4	3	1	30	-1	i	2
CCN(CC)CC(=O)N1c2ccccc2Oc2c(c(=O)n(C)c(=O)n2C)C1c1cccc([N+](=O)[O-])c1 (centres undefined)
    -3	-4	5	8	-5	2	-2	i	8
c1ccc(COc2cccc(-c3cc4nc(NCCCn5ccnc5)ccn4n3)c2)cc1
    4	-26	18	-8	6	1	0	·	8
CCC(=O)Nc1nnc(SCC(=O)c2ccc3c(c2)Cc2ccccc2-3)s1
    -1	-3	0	-4	12	12	1	i	-6
N#CCc1ccnc2ccccc12
    -2	-5	17	-6	-37	14	-3	i	-3
Cc1ccc(C)c(OCCC(=O)OCC(=O)Nc2ccc(C)c(S(=O)(=O)N3CCCCC3)c2)c1
    1	16	10	1	5	7	2	i	-1
c1ccc(-n2nnnc2NCCc2c[nH]c3ccccc23)cc1
    1	2	-15	-2	-2	-3	-6	i	4
CCn1ccnc1CNC(=O)CC1C(=O)NCCN1Cc1ccc(F)cc1Cl (centres undefined)
    1	-3	-6	4	5	1	-13	i	-2
Cc1cccn2c(=O)c3cc(C(=O)NC4CCCC4)c(=N)n(Cc4ccc(F)cc4)c3nc12
    1	3	7	-2	-7	6	-4	·	2
CCCSc1cc(NCCOC(C)=O)c([N+](=O)[O-])c2nonc12
    -6	14	8	6	1	8	-2	i	-5
Cc1ccnc(N2C(=O)c3cccc4c([N+](=O)[O-])ccc(c34)C2=O)c1
    -12	-146	-7	36*	-289	63*	0	+	53*
Cc1csc(-c2cccnc2)n1
    -4	-5	-11	3	-2	0	-3	i	-11

High-throughput results (PubChem BioAssay)

This is a random part of the collection. Share with any hit: about 4%.
